HBB splice mod = modulators of hemoglobin beta chain splicing; Potency, µM (series often up to 46.1 µM), for inactives: at the highest dose activation, actives largely listed as activators; HBB splicing reporter cell assay, activation; EGFP reporter with mutant IVS2-654 intron; response scale: normalised to 500 nM splice-correcting PNA; hit rate 0.06% among 65,000; AID 925; note: potency is the fitted concentration of half-maximal effect; 0% is about no effect
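Compounds were applied for 2 days to HeLa EGFP-654 cells, 500/well in Optimem with 2% FCS. The reporter's EGFP is disrupted by mis-splicing of beta-globin intron IVS2-654. Readout: summed well GFP fluorescence from 488 nm laser scanning; reference was 500 nM antisense […] 654 PNA.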
Texas Red fluor = compound fluoresces in the Texas Red spectral region | max dye-equivalent concentration, M | Compound fluorescence, Texas Red channel, 547/618 nm; hits give high values | AID 587 | hit rate 0.06% among 59,000; in the data active = max dye-equivalent concentration above about 10 nM; inconclusive = between about 1.1 nM and that limit
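Dye-equivalent concentrations come from scaling compound signal (ex 547, em 618 nm) to six Texas Red standard concentrations run on every plate, after 15 min room-temperature incubation in pH 8.0 Tris (100 mM).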
Hsp90 Hop PPI = changes Hsp90-Hop TPR2A binding signal, up or down; Potency, µM (top dose mostly 57 µM), for the others: top-dose activity change, negative = inhibition; AlphaScreen TPR2A-His6 binding biotin-Hsp90 C-terminal peptide; hit rate 0.44% among 71,000; active = well fitted curve in either direction with a large enough effect; inconclusive = small, poorly fitted or top-dose-only effect, or another doubt; note: potency is the fitted concentration of half-maximal effect; % is set by controls: 0 for no effect and ±100 for the full control effect; many of its hits are not listed in these tables
FLuc inh = firefly luciferase inhibition; P08659; purified firefly luciferase, luminescence, 8 min; Potency, µM (top dose mostly 57.1 µM), inactives show at the highest dose activity change, negative = inhibition, usual class: inhibitors; hit rate 2.2% among 72,000; AID 411; note: potency is the fitted concentration of half-maximal effect; % is set by controls: 0 for no effect and ±100 for the full control effect; nearly all actives have a fitted effect of over 40% in size
Target sequence (P08659 whole entry, looked up): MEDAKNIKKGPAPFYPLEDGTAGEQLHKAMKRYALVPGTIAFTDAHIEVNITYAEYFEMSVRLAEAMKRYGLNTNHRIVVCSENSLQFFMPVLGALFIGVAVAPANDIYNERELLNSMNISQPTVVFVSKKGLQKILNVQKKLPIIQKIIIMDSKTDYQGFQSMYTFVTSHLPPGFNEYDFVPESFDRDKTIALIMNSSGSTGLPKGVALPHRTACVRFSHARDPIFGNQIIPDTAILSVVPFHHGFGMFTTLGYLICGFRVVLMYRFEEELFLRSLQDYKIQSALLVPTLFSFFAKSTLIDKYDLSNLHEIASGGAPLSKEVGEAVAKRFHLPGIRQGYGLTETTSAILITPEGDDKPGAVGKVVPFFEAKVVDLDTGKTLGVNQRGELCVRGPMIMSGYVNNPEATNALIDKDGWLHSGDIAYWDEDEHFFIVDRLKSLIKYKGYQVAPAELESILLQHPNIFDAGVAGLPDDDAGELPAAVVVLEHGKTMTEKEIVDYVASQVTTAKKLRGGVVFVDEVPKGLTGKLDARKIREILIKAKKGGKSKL
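Compounds were tested as concentration series (qHTS) against purified P. pyralis luciferase with luciferin and 10 uM ATP in 50 mM imidazole pH 7.2, 50 mM KCl, 7 mM MgCl2, 0.01% Tween 20, 0.05% BSA. Luminescence was read after 8 min at ambient temperature.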
Fluorescein autfl = fluorescein region autofluorescence; Compound autofluorescence, 480/540 nm, fluorescein-equivalent; hits give high values; max fluorescein-equivalent concentration, M; hit rate 0.91% among 59,000; AID 593; in the data active = max fluorescein-equivalent concentration above about 10 nM; inconclusive = between about 1.1 nM and that limit
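Library compounds, added at multiple concentrations to pH 8.0 Tris buffer (100 mM), incubate 15 min at room temperature before CCD imaging at 480 nm excitation and 540 nm emission.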
A350 fluor = compound fluoresces in the Alexa 350 spectral region | Compound autofluorescence, 340/450 nm, Alexa 350 dye-equivalents; hits give high values | hit rate 11% among 59,000 | max dye-equivalent concentration, M; in the data active = max dye-equivalent concentration above about 10 nM; inconclusive = mostly about 1.1 nM to 9.6 nM
GFP derepression = derepresses silenced GFP locus in mouse C127i cells | mouse C127i GFP locus derepression, cytometry, 30 h | Potency, µM (doses to about 46.1 µM), without a hit: at the highest dose GFP derepression (activation) | hit rate 0.09% among 68,000 | AID 597; note: % of control where 0% means no effect
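Locus derepression in mouse mammary C127i cells whose integrated CMV-GFP reporter is normally silent; GFP expression after 30 h compound treatment was quantified by counting fluorescent cells.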
ERK AVP inh = vasopressin-driven ERK pathway inhibition; hit rate 0.99% among 72,000; Potency, µM (titrated, usually from 57.5 µM), for the others: at the highest dose activity, negative = inhibition, most hits filed as inhibitors; HEK293-V1b, vasopressin-stimulated pERK AlphaScreen; note: potency is the fitted concentration of half-maximal effect; % is set by controls: 0 for no effect and ±100 for the full control effect; nearly all actives have a fitted effect of over 55% in size
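qHTS, compounds titrated on V1b-expressing HEK293 cells. Preincubation 30 min at 37C, vasopressin 25 nM for 5 min, lysis 10 min, bead incubation 5 hr at room temperature.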
CRE-bla Fsk = CRE-bla signaling modulation under forskolin stimulation. hit rate 2.5% among 71,000. CHO CRE-bla reporter (cAMP response element driving beta-lactamase), forskolin EC10, beta-lactamase ratio. Potency, µM (highest dose often 38.2 µM), for the others: at the highest dose activity change, negative = inhibition, hits mostly activators; active = well fitted activation curve with a large enough effect in the signal ratio, with a control signal flat, not every such curve was filed as active; inconclusive = small, poorly fitted or top-dose-only effect, or effect the other way, or a change in a side signal; the % refers to the signal ratio; note: potency is the fitted concentration of half-maximal effect; % of control where 0% means no effect
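qHTS titration format; CRE-bla CHO reporter; stimulus EC10 NKH 477, a water-soluble forskolin. Read: CCF4 460/530 nm ratio. Potency expressed as AC50 for activators or inhibitors.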
4MU fluor = compound fluoresces in the 4-MU spectral region; compound autofluorescence, 340/450 nm, 4-MU equivalents; hits give high values; hit rate 11% among 59,000; AID 589; max dye-equivalent concentration, M; in the data active = max dye-equivalent concentration above about 10 nM; inconclusive = mostly about 1.1 nM to 9.6 nM
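Compounds in 100 mM Tris, pH 8.0, sat 15 min at room temperature before fluorescence was read at 340 nm excitation/450 nm emission; a per-plate six-point 4-MU standard curve converted signals to dye-equivalent concentration at each compound concentration.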
UbGFP stabilizer = ubiquitin-GFP accumulation via proteasome inhibition; Ubiquitin-GFP reporter cells, proteasome inhibition, GFP fluorescence; response scale: untreated = 0%, 10 µM MG-132 = 100%; Potency, µM (series often up to 45.9 µM), for inactives: at the top dose activation (GFP accumulation), usual class: activators; 67,000 tested, under 10 active; AID 526; active = well fitted activation curve with a large enough effect, not every such curve was filed as active; inconclusive = small, poorly fitted or top-dose-only effect, or another doubt; inactive = no such curve, though single readings can be large or run the other way; note: potency is the fitted concentration of half-maximal effect
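U2OS Ub(G76V)-GFP reporter; O/N plating, 0.5% FBS; cpd 46 uM–2.9 nM, 4 h, 37 °C; GFP+ cell count, 488/515 nm; norm. to basal vs 10 uM MG-132; CRC fit.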
Starred values were filed as active, the others as inactive; i = inactive; ? = inconclusive; · = not tested or not shown; [ ] = remark or other dose. Unless noted, calls come from the whole dose curve; as a rule, active = well fitted curve in the direction sought with a large enough effect; inconclusive = small, poorly fitted or top-dose-only effect, or another doubt; inactive = no such curve, though single readings can be large; an effect the other way counts as inactive or inconclusive. The list is partial (hit frequency here may not be typical).

SMILES | HBB splice mod | Texas Red fluor | Hsp90 Hop PPI | FLuc inh | Fluorescein autfl | A350 fluor | GFP derepression | ERK AVP inh | CRE-bla Fsk | 4MU fluor | UbGFP stabilizer
CC1CCc2nn(CC(=O)NCCCN3CCOCC3)cc2C1 (stereo unspecified) | 1.1% | · | 2% | 2% | · | · | 0% | -20% | -2% | · | 0%
CCOC(=O)c1ccc2[nH]c3c(c2c1)CN(C)CC3 | 0.6% | · | -1% | -15% | · | · | -3% | ? | 22% | · | 15%
COc1ccccc1N1CCN(C(=O)C(C)N(c2ccc(C)c(C)c2)S(C)(=O)=O)CC1 (stereo unspecified) | -0.5% | i | -5% | 1% | i | i | 3% | -11% | -5% | i | 1%
Cn1cc(CNC(=O)C2CCCCC2)cn1 | -2.0% | i | -5% | 2% | i | i | 1% | 1% | -4% | i | 6%
CCOc1cc(C(=O)NCC(C)CN(C)C)cc(OCC)c1OCC (stereo unspecified) | 2.3% | ? | 3% | 1% | i | i | 9% | -1% | ? | i | -6%
Cc1cccc(CCNC(=O)C2CCN(S(=O)(=O)c3c(C)nn(C)c3C)CC2)c1 | -0.5% | i | -1% | 1% | ? | i | 8% | 15% | -4% | i | -14%
CCc1nnc(NC(=O)CSc2nnc(Cc3ccccc3)n2-c2ccccc2)s1 | -0.7% | i | -5% | 1% | ? | i | -1% | -21% | -2% | i | 0%
C[C@@H](C(=O)O)/C(=C/c1ccc2c(c1)OCO2)C(=O)O | 0.5%[9.22 µM] | i | 2%[11 µM] | -1%[11.4 µM] | ? | i | -1%[9.22 µM] | 4%[11.5 µM] | 0%[7.6 µM] | i | 7%[9.17 µM]
CCOC(=O)CC1C(=O)NC2CCCCC2N1C(=O)Nc1ccc(Cl)cc1 (stereo unspecified) | -2.3% | i | -4% | -3% | i | i | -2% | -1% | 1% | i | 2%
CC(=O)Oc1ccc(/C=C\C(=O)C[C@@H]2O[C@@H](Oc3cc(OC(C)=O)c4c(c3)O[C@@H](c3ccc(OC(C)=O)cc3)CC4=O)[C@H](OC(C)=O)[C@H](OC(C)=O)[C@@H]2OC(C)=O)cc1 | · | i | 3% | 4%[11.4 µM] | 1.3e-08M* | i | -5%[9.22 µM] | · | ? | i | -3%
Cc1nc2c3ccccc3n(CC(=O)c3ccc(F)cc3)c(=O)n2n1 | -0.7% | · | -8%[2.3 µM] | -2% | · | · | · | 9% | 17% | · | 0%
O=C(O)C1OC(C(=O)O)C2C1C(F)(F)C2(F)F (stereo unspecified) | -1.8% | ? | 1% | 4% | ? | i | -1% | 11% | -2% | i | -2%
Cc1cc(SCC(=O)Nc2ccccc2)nc(C)n1 | 3.6%[0.369 µM] | i | 0% | 0% | ? | i | 0% | -7% | 10% | i | ·
CCCc1nnc(SCC(=O)O)n1/N=C/c1ccc2c(c1)OCO2 | 0.0%[57.5 µM] | i | 0% | 0% | i | i | -2% | -8% | -1% | i | 0%
CC#CCN(CC#CC)S(=O)(=O)c1ccc(S(=O)(=O)N2CCOCC2)cc1 | · | i | 6% | 0% | ? | i | -1% | 11% | 3% | i | 0%
CCOC(=O)c1ccc(NC(=O)Nc2ccn(C)n2)cc1 | -0.5% | i | -4% | -28% | i | i | -3% | ? | 0% | i | -6%
O=C1CN(C(=O)COC(=O)C2=COCCO2)c2ccccc2N1 | -0.2% | ? | 0% | 0% | i | ? | -4% | 1% | -10% | i | -4%
Cc1ccc2nc(Nc3nc(=O)c4ccccc4n3C)nc(C)c2c1 | · | i | -1% | -6% | i | 1.2e-08M* | 0% | -12% | 5% | 1.1e-08M* | -4%
CCOC(=O)c1sc2nc(N3CCOCC3)c3c(c2c1N)CCC3 | 4.4%[57.5 µM] | ? | 24% | -5% | i | 7.5e-07M* | 4% | ? | 10µM* | 5.5e-07M* | 0%
COc1ccccc1N1CCN(C(=O)C2CCN(S(=O)(=O)N3CCOCC3)CC2)CC1 | 1.6% | i | 2% | 6% | i | i | 1% | 5% | 6% | i | -2%
Cn1c(SCC(=O)Nc2ccc3cn[nH]c3c2)nnc1-c1cnccn1 | -0.8% | ? | -2% | 0% | ? | i | 0% | 1% | ? | i | 7%
C/C(N)=C(/C#N)C(=O)CSc1ncnc2ccccc12 | 0.5% | i | -1% | -1% | ? | i | -1% | -3% | -9% | i | -10%
Cc1cccc(-c2noc(CCCC(=O)Nc3cccnc3)n2)c1 | 2.5%[1.84 µM] | i | -2% | 2% | i | i | 0% | 1% | 7% | i | 1%
CC1CCCCC1NC(=O)c1ccc(N2CCCC2=O)cc1 (stereo unspecified) | 2.3% | i | 4% | -2% | i | i | 0% | 7% | ? | i | 5%
O=C(NCCc1nc2ccccc2[nH]1)Nc1ccccc1 | -1.0% | · | -3% | -3% | · | · | 2% | -29% | 1% | · | -3%
CCOC(=O)CSc1nc2ccccc2c(=O)n1CC | 0.2% | i | -7% | 1% | ? | i | 0% | 3% | 3% | i | 6%
CN(C)S(=O)(=O)N1CCC(CCCC2CCN(S(=O)(=O)N(C)C)CC2)CC1 | -0.3%[9.22 µM] | · | -4% | -3% | · | · | -2% | -21% | 2% | · | ?
CCOC(=O)N1CCN(C(=O)CSc2nnc(-c3c[nH]c4ccccc34)n2CCOC)CC1 | -0.1%[0.369 µM] | i | -2% | 1% | i | i | 3% | -14% | ? | i | ·
CCOC(=O)C(C)Sc1nc2c(c(=O)[nH]c(=O)n2C)n1C/C=C(/C)Cl (stereo unspecified) | 2.0%[1.84 µM] | ? | 0% | -4% | i | i | 0% | ? | ? | i | 6%
CC1=C(C(=O)OCCOc2ccccc2)C(c2ccc(C)o2)C2=C(CC(C)(C)CC2=O)N1 (stereo unspecified) | -1.2%[9.22 µM] | · | 0% | 1% | · | · | 2% | -12% | 20% | · | 29%
NC(=O)c1ccsc1NC(=O)c1nc(-c2ccccc2)n(-c2ccccc2)n1 | -2.3% | ? | -2% | 2% | ? | 3.8e-07M* | 2% | -9% | ? | 2.4e-07M* | -1%
O=C(CSc1nnc(CNC(=O)c2c(F)cccc2Cl)o1)c1ccccc1 | 1.7% | i | -4% | -1% | i | i | 0% | -13% | 2% | i | 6%
COc1cc(OC)cc(-c2nnc(SCC(=O)N(Cc3ccccc3)C(C)(C)C)o2)c1 | -0.8% | i | 16% | 3% | i | i | 0% | 15% | 11% | i | 0%
Cn1c(CCN2CCCCC2)nc2cc(NS(=O)(=O)c3ccccc3)ccc21 | -0.7% | ? | 2% | 3% | i | i | 9% | -7% | -10% | i | -7%
O=C(CCn1c(=O)oc2ccccc21)NCCN1CCc2ccccc2C1 | 1.4% | ? | 0% | -1% | i | i | -1% | 10% | -5% | i | -1%
O=C(NCCCN1CCOCC1)c1ccc(CS(=O)(=O)Cc2ccccc2Cl)o1 | -1.9% | i | 2% | 2% | ? | i | 1% | 16% | 3% | i | 11%
CCOC(=O)CSc1nc2ccccc2n1CC(=O)N1CCN(c2ccccc2)CC1 | · | i | -8% | 1% | ? | i | 1% | -22% | -5% | i | 2%
O=C(CSc1nnc(-c2ccc(F)cc2)o1)Nc1ccc(S(=O)(=O)N2CCCC2)cc1 | · | i | -6% | 0% | i | i | 0% | -3% | 1% | i | 2%
COc1ccc2c(c1OC)C(=O)N1c3ccccc3C(=O)N(c3ccccc3F)C21 (stereo unspecified) | · | i | · | -2%[25.5 µM] | i | ? | 0%[20.6 µM] | · | · | ? | ·
CCOC(=O)CC(=O)CSCC(=O)Nc1ccc(C)cc1 | 0.3% | i | -1% | -1% | i | i | 0% | -18% | -13% | i | -1%
Cc1nn(-c2ccccc2)c(C)c1C(=O)OCC(=O)N1CC(=O)Nc2ccccc21 | -0.3%[57.5 µM] | ? | -6% | -1% | ? | i | 8% | 17% | 3% | i | -1%
COc1ccccc1-c1cc(C(=O)NCc2ccccc2)no1 | 0.9% | i | ? | -19% | i | i | -1% | 34% | 4% | i | 0%
Cc1cccc(-c2cc3nc4c(c(N5CCOCC5)n3n2)CCCC4)c1 | -0.2%[57.5 µM] | i | ? | 16µM* | i | ? | -1% | -11% | 2.5µM* | 1.4e-08M* | -2%
Cc1ccc(-n2c(SCC(=O)NCC3CCCO3)nc3c(c2=O)SCC3)cc1 (stereo unspecified) | -2.1% | i | -2% | -2% | i | ? | 1% | 1% | ? | i | 3%
C=CCOc1cccc(C2C(C(=O)c3ccco3)=C(O)C(=O)N2Cc2ccncc2)c1 (stereo unspecified) | · | i | 0% | -3% | i | i | -3% | -4% | -2% | i | 4%

Entries listed above that bear a hit mark in Fluorescein autfl:
mol,Texas Red fluor,Hsp90 Hop PPI,FLuc inh,Fluorescein autfl,A350 fluor,ERK AVP inh,CRE-bla Fsk,4MU fluor,UbGFP stabilizer
CC(=O)Oc1ccc(/C=C\C(=O)C[C@@H]2O[C@@H](Oc3cc(OC(C)=O)c4c(c3)O[C@@H](c3ccc(OC(C)=O)cc3)CC4=O)[C@H](OC(C)=O)[C@H](OC(C)=O)[C@@H]2OC(C)=O)cc1,i,3%,4%[11.4 µM],1.3e-08M*,i,·,?,i,-3%

Screening results (PubChem)
